p53 reactivator: restores transcriptional activity of mutant p53 | Potency, µM (series often up to 92.2 µM), for inactives: at the highest dose activity change, positive = activation, usual class: activators | 0.063% of 320,000 active | H1299 p53-A138V BP100-luciferase reporter, luminescence, 24 h | AID 504706; further: % of control where 0% means no effect; nearly all actives have a fitted effect of over 45% in size
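p53-null H1299 cells stably carrying temperature-sensitive p53-A138V and a BP100-luciferase reporter were pinned with compounds (4-point, 1:5 series) and held 24 hrs at 37 deg C. Luminescence was read 10 min after detection reagent.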
RORg inh: inhibitors of mouse ROR gamma transcriptional activity | P51450 | Potency, µM (series often up to 53.6 µM), for the others: at the highest dose activity change, negative = inhibition, hits mostly inhibitors | 5.4% of 310,000 active | Drosophila S2 Gal4-RORgamma UAS-luciferase reporter, 20 h | AID 2551; further: on the % scale 0 is the no-effect control and ±100 the full control effect; nearly all actives have a fitted effect of over 60% in size
Target sequence (P51450 whole entry, looked up, the tested form may be a part): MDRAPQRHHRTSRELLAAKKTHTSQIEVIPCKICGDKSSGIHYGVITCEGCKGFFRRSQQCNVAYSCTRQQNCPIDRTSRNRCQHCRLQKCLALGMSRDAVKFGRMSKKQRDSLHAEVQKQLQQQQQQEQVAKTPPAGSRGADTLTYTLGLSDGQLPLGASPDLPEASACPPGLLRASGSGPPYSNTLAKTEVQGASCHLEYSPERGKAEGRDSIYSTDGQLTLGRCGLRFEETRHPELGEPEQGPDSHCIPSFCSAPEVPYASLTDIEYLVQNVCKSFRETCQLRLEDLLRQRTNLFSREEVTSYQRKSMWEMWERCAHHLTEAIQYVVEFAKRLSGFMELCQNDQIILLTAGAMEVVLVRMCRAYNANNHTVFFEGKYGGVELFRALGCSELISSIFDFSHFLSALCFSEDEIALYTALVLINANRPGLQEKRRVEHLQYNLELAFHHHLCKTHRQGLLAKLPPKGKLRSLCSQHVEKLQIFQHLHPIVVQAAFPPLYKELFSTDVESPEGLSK
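Luminescence from a UAS-regulated Photinus luciferase reporter in stably transfected Drosophila Schneider cells is measured; decreased signal marks ROR gamma inhibition. Fusion expression is induced by 700 uM copper sulfate for 20 hr.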
Rab9 promoter act: activators of Rab9 promoter; Potency, µM (series often up to 9.22 µM), for the others: at the highest dose activation, negative = inhibition, hits mostly activators; Huh7 Rab9 promoter-luciferase reporter, luminescence, 24 h; AID 485297; 2.8% of 320,000 active; further: % of control where 0% means no effect; nearly all actives have a fitted effect of over 60% in size
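Rab9 promoter-driven luciferase in stably transfected Huh7 cells; 1500 cells/well rested 2 h, exposed to compound in DMSO for 24 h at 37 °C, 5% CO2. Luminescence read 10 min after adding luciferase reagent at ambient temperature.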
BRCA1 expr act: BRCA1 expression activation; MCF7-BRCA1-FFLuc reporter, luminescence, 48 h; response scale: scaled: vehicle 0%, 10 µM genistein 100%; Potency, µM (doses to about 46.1 µM), for the others: at the highest dose activation, actives largely listed as activators; 1.1% of 380,000 active; AID 624202; further: nearly all actives have a fitted effect of over 80% in size; some results filed as inactive show a strong effect at the top dose
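48 h compound treatment of MCF7-BRCA1-FFLuc cells (phenol-red free MEM, 37 °C), then 15 min with luciferase substrate and luminescence imaging.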
NPC1 promoter act: activators of NPC1 promoter; Huh7 NPC1 promoter luciferase reporter, 24 h; Potency, µM (series often up to 9.22 µM), for the others: at the top dose activation, hits mostly activators; 2.4% of 320,000 active;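 further: % of control where 0% means no effect; nearly all actives have a fitted effect of over 60% in size; reporter is driven by a mutant NPC1 promoter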
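Huh7 reporter cells (NPC1 promoter driving luciferase) are dosed with compound for 24 h at 37 °C, 5% CO2; luciferase detection reagent is then added and luminescence measured after 10 min at ambient temperature.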
MBNL1 CUG block: MBNL1-poly(CUG) RNA binding inhibition; Q9NR56; Potency, µM (series often up to 57.5 µM), inactives show at the highest dose activity change, negative = inhibition, hits mostly inhibitors; TR-FRET MBNL1-His/biotin-(CUG)12 binding, 665/545 ratio; 0.036% of 280,000 active; active means well fitted inhibition curve with a large enough effect in the signal ratio, with a control signal flat, not every such curve was filed as active; inconclusive means small, poorly fitted or top-dose-only effect, or effect the other way, or a change in a side signal; inactive means no such curve, though single readings can be large or run the other way; the % refers to the signal ratio; further: on the % scale 0 is the no-effect control and ±100 the full control effect
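Inhibition of protein-RNA binding appears as loss of TR-FRET between terbium anti-His antibody on MBNL1-His and streptavidin-XL665 on biotin-(CUG)12. Activity is normalized to buffer-only and uninhibited-complex controls.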
uPA generation: cell surface uPA generation inhibition; cell surface uPA generation assay, qHTS; Potency, µM (doses to about 38.3 µM), without a hit: at the highest dose activity change, negative = inhibition, most hits filed as inhibitors; 0.31% of 330,000 active; AID 540303; active means well fitted inhibition curve with a large enough effect; inconclusive means small, poorly fitted or top-dose-only effect; inactive means no such curve, though single readings can be large or run the other way; tested in mouse RAW 264.7 cells; further: on the % scale 0 is the no-effect control and ±100 the full control effect; nearly all actives have a fitted effect of over 55% in size
ELG1 genotox: genotoxicity induction in ELG1-luciferase HEK293T cells; HEK293T ELG1-luciferase reporter, luminescence, 16 h; Potency, µM (series often up to 46 µM), inactives show at the highest dose activity change, positive = activation, hits mostly activators; 1.3% of 330,000 active; AID 504466; further: % of control where 0% means no effect; nearly all actives have a fitted effect of over 60% in size
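HEK293T cells expressing luciferase-tagged ELG1 were treated with compound or DMSO for 16 hr at 37°C. Luciferase activity was then read after 30 min with ONE-Glo at room temperature; rising signal flags genetic stress.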
Gal4-VP16 FLuc: inhibits Gal4-VP16 luciferase reporter, ROR gamma counter-screen; Drosophila S2 Gal4-VP16 UAS-luciferase, luminescence, 20 h; Potency, µM (titrated, usually from 53.6 µM), without a hit: top-dose activity, negative = inhibition, hits mostly inhibitors; 3.5% of 310,000 active; AID 2546;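 further: Gal4-VP16 expression switched on by copper sulfate through the metallothionein promoter; on the % scale 0 is the no-effect control and ±100 the full control effect; nearly all actives have a fitted effect of over 50% in size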
FLuc modulator: firefly luciferase modulation, counter-screen for miR-21 project; P08659; purified FLuc, Km substrates, luminescence inhibition; Potency, µM (highest dose often 57.5 µM), for the others: at the highest dose activity change, negative = inhibition, most hits filed as inhibitors; 6.9% of 360,000 active;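 further: plate controls were vehicle for no effect and reference inhibitor for full effect; nearly all actives have a fitted effect of over 55% in size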
Target sequence (P08659 whole entry, looked up): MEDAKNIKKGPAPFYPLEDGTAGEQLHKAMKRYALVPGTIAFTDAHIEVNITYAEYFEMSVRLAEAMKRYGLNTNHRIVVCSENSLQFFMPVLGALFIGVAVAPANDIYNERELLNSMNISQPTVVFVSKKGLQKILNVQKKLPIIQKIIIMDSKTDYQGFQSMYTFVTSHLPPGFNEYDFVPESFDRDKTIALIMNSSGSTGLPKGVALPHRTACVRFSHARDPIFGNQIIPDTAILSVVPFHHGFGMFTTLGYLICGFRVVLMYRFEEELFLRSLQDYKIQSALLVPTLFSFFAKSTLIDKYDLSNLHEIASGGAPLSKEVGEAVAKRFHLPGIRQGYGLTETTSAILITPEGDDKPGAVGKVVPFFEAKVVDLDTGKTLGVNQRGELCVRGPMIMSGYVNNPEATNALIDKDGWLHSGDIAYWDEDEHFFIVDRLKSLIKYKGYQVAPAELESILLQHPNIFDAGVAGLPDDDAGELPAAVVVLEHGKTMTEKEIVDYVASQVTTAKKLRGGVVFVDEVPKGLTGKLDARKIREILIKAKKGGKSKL
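Biochemical qHTS of compounds, final roughly 60 µM downward over six points, against 10 nM purified firefly luciferase using Km concentrations of substrates (10 uM D-luciferin, 10 uM ATP) in Tris acetate pH 7.5 buffer; luminescence output.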
* = called active by the depositor; ? = inconclusive; . = not tested or not shown; & = joins results of further samples; [ ] = another dose, or the depositor's remark. Unless noted, the call rests on the fitted dose curve; in most records, active means well fitted curve in the direction sought with a large enough effect; inconclusive means small, poorly fitted or top-dose-only effect, or another doubt; inactive means no such curve, though single readings can be large; an effect the other way counts as inactive or inconclusive. Potency means the concentration at half of the fitted maximal effect. Rows were taken by chance; overall some 13% were active at least once.

canonical_smiles	BRCA1 expr act	MBNL1 CUG block	p53 reactivator	FLuc modulator	Gal4-VP16 FLuc	Rab9 promoter act	RORg inh	ELG1 genotox	uPA generation	NPC1 promoter act
CC(=O)Oc1ccc(C(=O)[C@H]2[C@H]3C(=O)N(c4ccc5ccccc5c4)C(=O)[C@H]3[C@@H]3C=CC=NN32)cc1	-22%	23%	?	-5%	0%	-2%	32%	-3%	1%	-3%
COc1ccc(/C=N/NC(=O)c2ccccc2O)cc1COc1ccccn1	8%	17%	0%	-5%	6%	-2%	-9%	2%	2%	1%
Cc1cc(=O)n(Cc2ccccc2)c2c(C)cccc12	-66%	-5%	1%	1%	2%	1%	34%	-1%	-2%	6%
Cc1cc(-c2nnc(SCC(=O)Nc3ccccc3C(F)(F)F)n2N)n[nH]1	-5%	3%	-6%	0%	-6%	6%	-4%	0%	-3%	-10%
CCCSc1ccc([C@@H]2[C@@H]3C(=O)N(C)C(=O)[C@@H]3[C@]3(C(=O)OC)CCCCN23)cc1OC	-13%	.	-6%	-1%	.	-1%	.	0%	-1%	-3%
CCCn1c2ccccc2c2nnc(SC(CC)C(=O)Nc3sc4c(c3C#N)CCCC4)nc21 (stereo not given)	-20%	1%	-1%	2%	4%	0%	-14%	5%	-3%	-4%
CCn1cnc2c(cnn2-c2ccccc2)c1=O	?	9%	?	-15%	-11%	?	-12%	11%	-8%	5%
O/N=C/CCn1c(=S)sc2ccccc21	1%	-6%	-4%	0%	7%	6%	?	3%	.	12%
Cc1ccc(-n2nnnc2SCC(=O)N2CCc3ccccc3C2)c(C)c1	-13%	-4%	2%	3%	-3%	-5%	23%	-4%	22%	0%
COc1cc(CNCCN2CCOCC2)ccc1OCc1ccc(Cl)cc1	24%	1%	4%	0%	-4%	-6%	-13%	15%	-14%	-1%
N#Cc1c(-c2cccc(F)c2)cc(-c2ccccc2)nc1Br	-24%	28%	4%	3%	1%	-3%	-6%	0%	1%	2%
CC(Sc1nc(-c2ccccc2)cc(=O)[nH]1)C(=O)O (stereo not given)	3%	-4%	-3%	-1%	1%	-1%	-24%	-2%	.	-2%
COc1ccccc1CNC(=O)c1cccs1	31%	-7%	.	-1%	30%	.	27%	.	4%	.
O=C(O)CC1(CC(=O)Nc2cc(C(F)(F)F)cc(C(F)(F)F)c2)CCCCC1	-36%	2%	1%	-4%	-3%	-5%	5%	-6%	13%	-4%
CC(C)(C)NC(=O)c1ccc2c(c1)N(CC(=O)N1CCN(c3ccc(F)cc3)CC1)C(=O)C(C)(C)O2	-12%	-6%	5%	-1%	4%	-12%	26%	-8%	3%	0%
Cc1nc2scc(-c3cccs3)c2c(=O)n1CC(=O)O	2%	15%	1%	0%	1%	-4%	21%	1%	5%	1%
CC1CCN(C(=O)NC(=O)c2ccccc2)CC1	3%	0%	11%	4%	-5%	-1%	-17%	11%	3%	-5%
CC1(C)Cc2c(cnn2-c2cccc(F)c2)C(NC(=O)C2CCOCC2)C1 (stereo not given)	-9%	-1%	10%	-16%	-5%	1%	30%	12%	1%	-4%
Cc1cc(C(=O)OCC(=O)N2CCC(c3ccccc3)=N2)ccc1[N+](=O)[O-]	-5%	.	2%	13%	.	1%	.	3%	-2%	-2%
CC(=O)Nc1ccc(Sc2ccccc2C(=O)Nc2ccc(F)cc2)cn1	3%	4%	-3%	6%	-10%	3%	1%	-1%	3%	-1%
CCOc1ccccc1Nc1nnc(SCC(=O)NC2CCS(=O)(=O)C2)s1 (stereo not given)	-7%	.	-2%	.	.	.	.	3%	-12%	.
Cc1ccc(NC(=O)c2nc[nH]c2C(=O)Nc2ccc(C)cc2)cc1	-22%	-7%	7%	1%	2.8µM*	-4%	1.4µM*	1%	-17%	-4%
CCOC(=O)C1C(=O)CC(C)(O)C(C(=O)OCC)C1c1cccc(OC(F)(F)C(F)F)c1 (stereo not given)	0%	14%	0%	4%	-1%	8%	30%	10%	-3%	-4%
CS(=O)(=O)c1ccc(C(=O)N(CCc2ccccc2)Cc2ccccc2)cc1	29%	-6%	2%	3%	0%	-4%	?	0%	6%	3%
CN(C)S(=O)(=O)N1CCN(CC(O)COc2ccc(-c3ccccc3)cc2)CC1 (stereo not given)	-10%	-6%	16%	-8%	-1%	0%	-3%[1.91 µM]	-9%	-4%	-3%
COc1ccc(CNC(=O)[C@H](NC(=O)C2CCN(C(=O)[C@@H](N)CCSC)CC2)C(C)C)cc1	-7%	-3%	6%	-7%	1%	6%	-2%	0%	5%	2%
CC(C)Cc1nnc(NC(=O)C2=COCCO2)s1	101%	.	?	17µM*	.	?	.	?	-15%	?
COC(=O)[C@]1(C)N[C@H](CN(C)S(=O)(=O)c2ccc(F)cc2)[C@@H]2C(=O)N(C)C(=O)[C@@H]21	15%	.	2%	.	.	.	.	-1%	12%	.
CCN(CC)CCOC(=O)c1c(C)n(C)c2ccc(OC)cc12	-6%	-4%	-1%	0%	-2%	4%	-26%	3%	1%	0%
CC(C)c1c(C(=O)N/N=C/c2ccc3c(c2)OCO3)nnn1-c1nonc1N	24%	4%	16%	9.5µM*	0%	12%	24%	2%	-19%	1%
Cc1ccccc1CNC(=O)CCCn1ncn2c(cc3occc32)c1=O	-8%&2%	-2%	1%	-2%&-9%	0%	1%	3%	0%[9.26 µM]	4%	-2%
COc1ccc(C(=O)N/N=C/c2ccc(OC(=O)c3cccc4ccccc34)c([N+](=O)[O-])c2)cc1	1%	?	10%	?	?	1%	-35%	2%	-5%	1%

Compound profiles, from the list above. Screens in order: BRCA1 expr act | MBNL1 CUG block | p53 reactivator | FLuc modulator | Gal4-VP16 FLuc | Rab9 promoter act | RORg inh | ELG1 genotox | uPA generation | NPC1 promoter act
CC(C)c1c(C(=O)N/N=C/c2ccc3c(c2)OCO3)nnn1-c1nonc1N is listed with 24% | 4% | 16% | 9.5µM* | 0% | 12% | 24% | 2% | -19% | 1%
CN(C)S(=O)(=O)N1CCN(CC(O)COc2ccc(-c3ccccc3)cc2)CC1 (stereo not given) is listed with -10% | -6% | 16% | -8% | -1% | 0% | -3%[1.91 µM] | -9% | -4% | -3%
Cc1ccccc1CNC(=O)CCCn1ncn2c(cc3occc32)c1=O is listed with -8%&2% | -2% | 1% | -2%&-9% | 0% | 1% | 3% | 0%[9.26 µM] | 4% | -2%
COc1ccc(C(=O)N/N=C/c2ccc(OC(=O)c3cccc4ccccc34)c([N+](=O)[O-])c2)cc1 is listed with 1% | ? | 10% | ? | ? | 1% | -35% | 2% | -5% | 1%
CCN(CC)CCOC(=O)c1c(C)n(C)c2ccc(OC)cc12 is listed with -6% | -4% | -1% | 0% | -2% | 4% | -26% | 3% | 1% | 0%

Other compounds
canonical_smiles	BRCA1 expr act	MBNL1 CUG block	p53 reactivator	FLuc modulator	Gal4-VP16 FLuc	Rab9 promoter act	RORg inh	ELG1 genotox	uPA generation	NPC1 promoter act
Cc1ccc2nc(SCC(=O)Nc3ccc4c(c3)OCCO4)nc(=O)n2c1	-3%	.	-5%	-18%	.	2%	.	-1%	-2%	1%
Cc1cc(C)n2nc(C(=O)OCC(=O)N(C)C3CCCCC3)nc2n1	3%	.	0%	0%	.	3%	.	-1%	1%	-2%
CSc1nc(Oc2ccc3ccccc3c2)c2sccc2n1	-80%[inhibitor]	-7%	1%	-15%	-20%	-17%	8%	-4%	-8%	-24%
COc1ccc(-n2c(=O)c3ccccc3n(CC(=O)NC3CCCCC3)c2=O)cc1OC	2%	1%	6%	1%	-14%	0%	4%	9%	-1%	-2%
COC(=O)C1CCC(C)(C(=O)Nc2ccccc2)C1(C)C (stereo not given)	-2%	1%	-1%	-10%	0%	2%	19%	-4%	1%	4%
CCc1noc(C)c1C(=O)NNC(=O)COc1ccc(Br)cc1	8%	3%	-2%	-2%	2%	0%	0%	2%	2%	2%
CC(C)CNC(=S)N1CCC(NC(=O)C23CC4CC(CC(C4)C2)C3)CC1	-27%	-7%	-10%	1%	-4%	-7%	-22%	-1%	0%	-2%
CCOC(=O)c1sc(=S)n(C)c1NC(=O)c1ccccc1C	-1%	16%	12%	-15%	-3%	2%	2%	2%	0%	-3%
Cc1cc([N+](=O)[O-])ccc1NC(=O)CSc1nncn1-c1cccnc1	9%	14%	-2%	0%	-26%	0%	0%	-1%	0%	0%
CCOc1ccc(NC(=O)Nc2nnc(CC(=O)NCc3ccccc3)s2)cc1	-1%	3%	2%	7%	6%	-7%	-2%	?	4%	1%
O=C(CNS(=O)(=O)c1ccc2ccccc2c1)OCc1nnc(-c2ccccc2)o1	-17%	13%	14%	-2%	1%	-1%	44%	?	2%	0%
O=C(Nc1ccc(-c2nc3ccccc3s2)c(O)c1)C1=COCCO1	-4%	8%	?	0.48µM*	?	0.71µM*	0.5µM*	16µM*	-1%	0.5µM*

Assay outcomes from PubChem BioAssay.
